Mcl1-Noxa inh: Mcl-1/Noxa interaction inhibition. Q07820. TR-FRET Mcl-1/Noxa peptide binding, 2 h. inhibition, % at 21.7 µM. 220,000 compounds, 1.5% hits;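 active = compounds that cut the protein-peptide binding signal by more than 50% relative to plate controls in a single-dose test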;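 note: His-tagged Mcl-1 with rhodamine Noxa BH3 peptide and terbium anti-His antibody; 0% = Mcl-1 plus Noxa peptide wells and 100% = peptide-only wells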
Target sequence (Q07820 whole entry, looked up): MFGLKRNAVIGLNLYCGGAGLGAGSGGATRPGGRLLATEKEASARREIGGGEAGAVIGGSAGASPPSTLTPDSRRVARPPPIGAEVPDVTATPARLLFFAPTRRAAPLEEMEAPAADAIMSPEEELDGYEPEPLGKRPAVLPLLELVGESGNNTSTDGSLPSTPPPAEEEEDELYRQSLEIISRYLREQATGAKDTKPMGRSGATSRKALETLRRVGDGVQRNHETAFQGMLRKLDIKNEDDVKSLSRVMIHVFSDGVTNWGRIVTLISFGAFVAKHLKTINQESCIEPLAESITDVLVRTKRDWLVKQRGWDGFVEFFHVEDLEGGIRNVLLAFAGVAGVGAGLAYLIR
Mcl1 Bid PPI: disrupts binding of human Mcl-1 to Bid peptide; Q07820; TR-FRET Mcl-1/Bid-Dy647 peptide binding, 1536-well; inhibition, % at 21.7 µM; 220,000 compounds, 0.97% hits;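 active = compounds that cut the binding signal by more than half at the single screening dose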;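 note: His-tagged Mcl-1 with europium anti-His antibody binding Bid BH3 peptide; 0% = Mcl-1 plus peptide wells and 100% = peptide-only wells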
Pf gametocyte: inhibitors of late stage P. falciparum gametocyte viability | P. falciparum stage V gametocytes, ATP luminescence, 24 h | inhibition, % at 10.9 µM | 150,000 compounds, 0.065% hits | AID 743093;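 active = inhibition above the mean plus 3 SD of compounds within the control limits, set per campaign, cut at about 38% in these data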;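 note: 0% = DMSO wells and 100% = medium only without gametocytes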
Cdc42 wt: changes GTP binding to wildtype human Cdc42 | percent activity (GTP binding), % at 10 µM | P60953 | 190,000 compounds, 0.2% hits | GST-Cdc42 beads, Bodipy-GTP binding, flow cytometry; actives lie on both sides;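 active = percent activity GTP binding at least 20 points away from the 100% baseline, either down as inhibitor or up as activator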;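 note: median bead fluorescence of bound Bodipy-FL-GTP at 100 nM; 0% = excess unlabeled GTP control and 100% = no compound control; below 100% means less GTP binding so inhibitor and above means activator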
Target sequence (P60953 whole entry, looked up): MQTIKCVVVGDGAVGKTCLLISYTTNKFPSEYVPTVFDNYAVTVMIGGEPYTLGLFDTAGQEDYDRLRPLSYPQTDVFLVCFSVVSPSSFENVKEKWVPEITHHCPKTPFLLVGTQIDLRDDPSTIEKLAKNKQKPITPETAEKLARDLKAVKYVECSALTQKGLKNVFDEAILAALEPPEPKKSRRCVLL
Rac1 wt GTP bind: modulators of human Rac1 wildtype GTP binding; P63000; GST-Rac1 beads, fluorescent GTP binding, flow cytometry; actives lie on both sides; 0 = cold GTP competed, 100 = untreated; GTP binding activity (% of control), % at 10 µM; 190,000 compounds, 0.27% hits;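 active = GTP binding activity at least 20 points away from the 100% control level, either lower or higher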
Rac1 mut GTP: modulators of GTP binding to human Rac1 activated mutant; GST-Rac1 activated beads, fluorescent GTP binding, flow cytometry; actives lie on both sides; 100% means binding = to untreated wells; percent activity (GTP binding), % at 10 µM; 190,000 compounds, 0.11% hits; AID 764;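 active = GTP binding at least 20 percentage points away from the 100% baseline, in either direction, so actives lie on both sides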
Avidin fluor: compound fluoresces at 488/530 nm on avidin beads. fluorescence (KMESF) at 10 µM. compound fluorescence 488/530 nm, flow cytometry; stronger effect = higher value. 220,000 compounds, 0.38% hits; in the data active = fluorescence above about 47; note: inactives centre near 10
GSH fluor: compound fluoresces at 488/530 nm on GSH beads; GSH beads flow cytometry, compound fluorescence 488/530 nm; stronger effect = higher value; fluorescence (KMESF) at 10 µM; 190,000 compounds, 0.25% hits; AID 1776; in the data active = fluorescence above about 89;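 note: glutathione beads carrying GST-tagged Bcl family fusion proteins plus one bare bead set; values are compound well signal with DMSO vehicle wells as background; inactives centre near 16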
Rab2A wt mod: changes GTP binding to wildtype dog Rab2A, up or down. AID 760. GTP binding activity, % at 10 µM. 190,000 compounds, 0.19% hits. P61105. GST-Rab2 wt beads, Bodipy-GTP binding, flow cytometry;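 active = GTP binding activity at least 20 points away from 100%, either lowered or raised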;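 note: 0% = beads with excess unlabeled GTP and 100% = no-compound control corrected for plate trend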
Rab7 wt modul: modulators of GTP binding to dog Rab7 wildtype GTPase | GST-Rab7 beads, fluorescent GTP binding, flow cytometry; actives lie on both sides; untreated = 100%, excess cold GTP = 0% | AID 758 | GTP binding activity (percent of control), % at 10 µM | 190,000 compounds, 0.055% hits;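 active = fluorescent GTP binding to Rab7 beads changed by at least 20 points from the 100% baseline, either direction, mostly lower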;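 note: median green fluorescence of bound Bodipy-FL-GTP per Rab7 bead population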
HRas wt GTP: human HRas wildtype GTP binding, change in either direction; GTP binding activity, % at 10 µM; 190,000 compounds, 0.14% hits; GST-Ras wt beads, Bodipy-FL-GTP binding, flow cytometry; actives lie on both sides;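 active = GTP binding activity at least 20% away from the 100% baseline, either lowered as inhibitor or raised as activator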;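 note: 0% = unlabeled GTP competition control and 100% = no-compound control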
Target sequence (P01112 whole entry, looked up): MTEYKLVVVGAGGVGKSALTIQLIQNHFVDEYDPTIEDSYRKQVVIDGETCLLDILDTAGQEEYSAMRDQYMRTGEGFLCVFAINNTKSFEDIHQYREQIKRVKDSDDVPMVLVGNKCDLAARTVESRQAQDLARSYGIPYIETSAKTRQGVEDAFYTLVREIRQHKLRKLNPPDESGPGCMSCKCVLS
Numbers without * were called inactive; / = no result given.

SMILES	Mcl1-Noxa inh	Mcl1 Bid PPI	Pf gametocyte	Cdc42 wt	Rac1 wt GTP bind	Rac1 mut GTP	Avidin fluor	GSH fluor	Rab2A wt mod	Rab7 wt modul	HRas wt GTP
C=CCNC(=S)NNC(=O)CSc1nc2ccccc2s1	-5	-20	2	102	107	99	2	18	99	107	102
CC1=CC(C)(C)N2C(=O)C3(C(C#N)=C(N)Oc4cc(O)ccc43)c3cccc1c32 (centres undefined)	-1	8	/	101	105	97	17	35	102	101	101
O=C(O)CCc1ccc(-c2cccs2)n1NC(=O)c1ccc(Cl)cc1Cl	9	-54	/	98	100	93	12	52	96	95	99
CC(CNc1ccc([N+](=O)[O-])cc1)NC(=O)c1ccccc1Br (centres undefined)	4	-11	/	101	103	99	16	32	102	102	102
O=C(O)/C=C/c1ccc(OCc2cccc(F)c2)cc1	-3	2	13	97	100	96	11	10	97	95	94
CC(NC(=O)COC(=O)CCc1ccccc1)c1ccccc1 (centres undefined)	14	-5	/	104	106	101	13	4	100	99	100
Cc1ccc2c(c1)nnn2C1CCN(CC(=O)NCc2ccccc2F)CC1	-8	-33	13	94	94	96	8	27	94	89	91
COc1ccc(CNC(=O)CN(CCC(C)C)S(=O)(=O)c2ccc3c(c2)OCCO3)cc1	7	-6	/	98	101	101	4	5	99	98	101
CCCCCC(=O)NNC(=O)c1ccc(-c2ccccc2)cc1	25	-3	/	99	101	99	6	36	100	100	101
COCc1nnc(NC(=O)c2ccccc2Oc2ccccc2)s1	16	-9	18	98	101	97	11	13	100	104	100

One compound at a time (already shown). Values in the order: Mcl1-Noxa inh, Mcl1 Bid PPI, Pf gametocyte, Cdc42 wt, Rac1 wt GTP bind, Rac1 mut GTP, Avidin fluor, GSH fluor, Rab2A wt mod, Rab7 wt modul, HRas wt GTP
Results for COCc1nnc(NC(=O)c2ccccc2Oc2ccccc2)s1 → 16, -9, 18, 98, 101, 97, 11, 13, 100, 104, 100
Results for O=C(O)/C=C/c1ccc(OCc2cccc(F)c2)cc1 → -3, 2, 13, 97, 100, 96, 11, 10, 97, 95, 94

(list continues)
SMILES	Mcl1-Noxa inh	Mcl1 Bid PPI	Pf gametocyte	Cdc42 wt	Rac1 wt GTP bind	Rac1 mut GTP	Avidin fluor	GSH fluor	Rab2A wt mod	Rab7 wt modul	HRas wt GTP
COc1ccc(C2CC(c3ccccc3)=NN2C(=O)COC(=O)CNC(=O)c2ccccc2)cc1 (centres undefined)	1	-12	/	103	104	98	4	11	98	102	100
O=C(Nc1cccc(C(=O)N2CCCC2)c1)c1ccccc1	7	-32	/	96	96	93	10	24	95	95	96
CCO[C@H]1OC(C(=O)N2CCOCC2)=C[C@@H](C)[C@@H]1CCCO	-2	-2	2	96	100	98	6	17	96	102	98
Cc1cccc(C(=O)NC(=S)Nc2ccc(S(=O)(=O)N3CCCCC3)cc2)c1	-1	-28	-6	99	102	98	8	23	97	100	102
O=Nc1c(-c2ccccc2)cc2ccccn12	11	-43	-30	94	95	95	10	16	95	99	97
O=C(NCc1ccco1)C(=O)NCC1OCCCN1S(=O)(=O)c1ccc(F)cc1 (centres undefined)	-12	-31	5	98	104	99	17	11	102	108	101
O=C(NCC(=O)N(Cc1ccc(F)cc1)C(C(=O)NC1CCCC1)c1ccco1)c1ccco1 (centres undefined)	24	7	12	100	100	97	5	68	98	97	99
CN(Cc1cccs1)C(=O)CSc1nnnn1C	-3	-14	5	106	106	101	8	19	104	103	105
CCCOc1ccc(/C=N/NC(=O)CSCc2ccc([N+](=O)[O-])cc2)cc1OCC	13	-15	-5	106	107	99	13	14	99	96	100
Cc1ccc2cc(CN(Cc3ccc4c(c3)OCO4)Cc3nnnn3Cc3ccco3)c(=O)[nH]c2c1C	26	-13	/	100	107	99	7	9	101	105	103
O=C(c1cccc([N+](=O)[O-])c1)n1nc(-c2ccccc2)nc1NCc1ccccc1	-5	0	8	99	104	96	24	10	99	100	100
C#CCNc1c2c(nc3nnnn13)CCCC2	3	-5	11	93	94	93	21	8	97	102	96
COc1ccc(-c2cc(C(=O)Nc3ccccc3O)c3ccccc3n2)cc1OC	20	-13	-44	99	99	98	12	8	102	109	100
O=C(COc1cccnc1[N+](=O)[O-])N1N=C(c2ccc(Cl)cc2)CC1c1ccco1 (centres undefined)	4	-26	3	96	104	98	5	22	99	106	101
CCCC(CCC)C(=O)NNc1cc(=O)c2c(=O)n(C)c(=O)n(C)c2[nH]1	-7	6	/	101	96	92	15	25	98	100	99
COc1ccccc1OCC(=O)Nc1oc(-c2ccccc2)c(-c2ccccc2)c1C#N	12	16	-9	91	97	90	15	34	93	97	94
COc1ccc(-c2cn3cccnc3n2)cc1NC(=O)C1CCCC1	11	-7	-16	100	100	98	33	12	98	98	100
CCOC(=O)C1=C(C)NC2=C(C(=O)c3ccccc32)C1c1cccnc1 (centres undefined)	-11	-25	/	99	101	96	15	13	99	103	98
Cc1cccc(C)c1NC(=O)CSc1nnc(-c2ccoc2C)n1CCc1ccccc1	22	2	/	97	97	94	5	25	94	94	96
CCCNC(=O)C(Sc1ccccc1)c1ccccc1 (centres undefined)	5	-21	0	106	106	100	12	17	99	99	103
Cc1cc(N2CCCN(C)CC2)nc2cc(Cl)ccc12	-2	-62	-9	96	95	95	22	11	96	91	96
C(#CC12CC3CC(CC(C3)C1)C2)CN1CCOCC1	18	-7	3	98	99	97	10	11	100	105	100
Cc1ccn(CCSCC(=O)O)n1	12	14	17	110	108	103	8	17	105	102	106
O=S(=O)(c1c(F)cccc1F)N1CCN(C(=S)NCc2ccc3c(c2)OCO3)CC1	-7	-50	2	93	89	91	7	11	97	100	91
Cc1oc(-c2ccccc2Cl)nc1CSCC(=O)NC1CCCC1	6	-29	/	103	104	100	12	38	102	101	101
COc1cccc(Nc2nnc(SCc3cc([N+](=O)[O-])cc4c3OCOC4)s2)c1	7	-15	-3	102	107	99	11	27	102	101	101
O=[N+]([O-])c1ccc2c(c1)C=C1CCCCC1(N1CCCCC1)O2 (centres undefined)	1	-1	26	100	104	100	5	11	99	103	101
CCOC(=O)C1CCN(C(=O)COc2cc(C)c(Br)c(C)c2)CC1	-17	-5	/	100	102	99	10	30	101	101	100
O=C(C1CCN(S(=O)(=O)c2cccs2)CC1)N1CCN(Cc2ccccc2)CC1	4	-12	-30	92	95	93	10	11	95	97	93
CCOc1cnn(-c2cc(Oc3ccc(C)cc3)ncn2)c(=O)c1Cl	4	-12	/	107	111	103	7	46	101	101	102
CCCCN1C(=O)/C(=C/C=C2\SCCN2C)SC1=S	-7	-28	3	95	96	94	11	16	95	95	95
C=CCNCc1cccn1-c1sc2c(c1C#N)CCCC2	34	34	2	103	104	101	5	17	100	101	102
Cc1ccc(C(=O)c2ccccc2C(=O)OCC(=O)NCCc2ccc(Cl)cc2Cl)cc1	0	2	4	95	99	98	4	11	94	96	97
CCOC(=O)c1cnc2nc[nH]n2c1=O	20	8	/	94	102	97	5	12	100	98	98
CC(C)c1ccc(NC(=S)NCc2cccs2)cc1	0	-83	-8	104	103	99	6	16	102	102	102
COCCCn1c(C)csc1=Nc1cccnc1	9	-31	-11	101	107	102	12	14	99	105	103
CCOc1ccccc1NC(=S)NCCCn1ccnc1	12	-30	-24	99	99	95	10	25	98	104	98
O=C(Nn1cnnc1)c1ccc([N+](=O)[O-])cc1	5	-17	6	99	106	100	13	37	101	101	100
O=C(CN1CCN(C(c2ccccc2)c2ccccc2)CC1)NCc1ccccc1	14	-1	-2	96	95	95	12	14	96	95	94
O=C(CSc1nnc(-c2ccco2)o1)N1CCOCC1	11	1	/	102	98	97	39	18	99	100	100
O=C1CCCc2c1[nH]c1ccc(Cl)cc21	-18	12	/	101	101	98	7	17	98	101	101
Cc1cc(N2C(=O)C(=O)/C(=C(/O)c3ccccc3)C2c2cccs2)no1 (centres undefined)	-17	-9	/	99	98	94	7	57	97	98	99
Cc1ccc2c(c1)-c1c(cnn1CC(=O)N1CCCN(Cc3ccccc3F)C1)CO2	5	-17	/	104	108	98	10	19	99	100	102
Cn1cc(C(=O)c2cccc(Cl)c2)cc1/C=N\O	7	-20	-52	94	94	98	12	14	94	94	94
Cc1ccc(C(=O)Nc2cccc([N+](=O)[O-])c2)cc1S(=O)(=O)Nc1ccc(NC(=O)c2ccccc2)cc1	15	-15	29	104	103	101	13	10	98	97	100
CCN(CCCNC(=O)c1[nH]c(C)c(C(C)=O)c1C)c1cccc(C)c1	24	-11	-29	101	108	101	11	14	101	102	103
O=C(Nc1ccc(F)cc1)N1CCc2ccccc2C1	-15	-12	13	98	96	97	6	13	98	99	96
Fc1ccccc1NC(=S)Nc1ccc(Br)cc1	2	-63	20	101	104	101	20	13	100	100	99
CC(=O)Nc1ccc(NC(=O)c2sc3nc4n(c(=O)c3c2C)CCCCC4)cc1	40	39	22	95	90	93	25	11	92	91	92
CSCC(=O)N1CCCC(CNC(=O)c2ccccc2Cl)C1 (centres undefined)	7	3	-15	91	94	94	5	8	94	101	95
The listing continues:
SMILES	Mcl1-Noxa inh	Mcl1 Bid PPI	Pf gametocyte	Cdc42 wt	Rac1 wt GTP bind	Rac1 mut GTP	Avidin fluor	GSH fluor	Rab2A wt mod	Rab7 wt modul	HRas wt GTP
Cc1ccc(S(=O)(=O)NCCNC(=O)N2CCOCC2)cc1	3	-17	6	102	102	100	13	12	101	102	102
O=C(OCc1ccc(Br)cc1)c1cccc(-c2nnc(-c3ccccc3)o2)c1	-15	36	22	98	98	94	10	9	93	99	97
Cc1cccc(NC(=O)C(=O)NCC2CCCO2)c1 (centres undefined)	-19	-29	16	96	95	95	10	10	97	98	98
O=C(O)c1cccc(S(=O)(=O)N2CCOCC2)c1	24	-10	/	104	104	103	8	11	102	103	103
O=C(CSc1ccc(Cl)cc1)Nc1cccc(NC(=O)c2ccco2)c1	24	-10	/	100	98	100	5	23	104	101	103
COCc1nnc(NC(=O)c2cc(OC)c(OC)cc2[N+](=O)[O-])s1	4	11	6	101	99	99	12	20	101	100	98
NC(=O)Nc1ccc(C(=O)OCC(=O)Nc2ccc([N+](=O)[O-])cc2C(F)(F)F)cc1	16	-7	1	102	104	100	14	6	100	99	102
Cc1nc2c(=O)oc3ccccc3c2n1-c1ccccc1	0	12	/	98	96	95	8	22	95	93	95
CCCCC1(C)Nc2ccccc2-c2nc3ccccc3n21 (centres undefined)	14	-18	/	105	103	101	40	17	102	101	103
Cc1cc(C(=O)CSc2nc(N)cc(=O)[nH]2)c(C)n1-c1ccc(OC(F)F)cc1	16	-36	10	96	93	95	9	14	95	96	95
CCOc1ccc(CNC(=O)c2ccc(Sc3ccc(C)cc3)c(NC(C)=O)c2)cc1OC	-4	0	/	98	99	99	19	17	99	100	100
CCCn1cc(SCC(=O)NCc2ccc3c(c2)OCO3)c2ccccc21	20	-14	/	96	95	94	4	28	96	98	97
Cc1nn2c(c1-c1ccccc1)NC1=C(C(=O)CCC1)C2c1ccccc1 (centres undefined)	-5	-4	-27	101	103	100	25	17	100	102	102
COc1ccc(-n2c(=O)c3ccccc3n(CC(=O)NCc3ccco3)c2=O)cc1	2	-23	10	95	97	96	11	15	101	103	96
